mouse EphA4 binding: EphA4 ligand-binding antagonists – biochemical, colorimetric, mouse EphA4, primary screen (AID 689); EphA4-AP binding to KYL peptide, pNPP A405; higher % means a stronger effect; one-dose inhibition, % at 10 µM; IC50 in µM for titrated hits; actives 0.1% (n = 62,000); in the data active means a potency from the dose series; inactive means the rest, 99 in 100 with inhibition below about 22%
* hit, by the source's call; & = joins results of further samples. This is a subset; rates above refer to the full screens.

nr	canonical_smiles	mouse EphA4 binding
1	Cc1cc(C)nc(Sc2c(C)nn(-c3ccccc3)c2C)n1	-8%
2	O=C(C1CC1)N1CCc2cc(S(=O)(=O)N3CCOCC3)ccc21	-7%
3	COc1ccc(Cl)cc1NC(=O)CN(CCc1ccccc1)S(=O)(=O)c1ccccc1	-3%
4	CCc1cccc(C)c1NC(=O)CSc1nc2c(c(=O)n(C)c(=O)n2C)n1C	5%
5	O=C(/C=C/c1ccccc1)NC(=S)Nc1ccccc1C(=O)NC1CCCCC1	-13%
6	CC1=C(C(=O)OC(C)C)C(c2ccc(Br)s2)NC(=O)N1C (configuration not stated)	-5%
7	COc1cc(C(=S)N2CCOCC2)cc(OC)c1OC(=O)c1cc([N+](=O)[O-])c(C)c([N+](=O)[O-])c1	-7%
8	CCOC(=O)C1CN(S(=O)(=O)c2ccc(C)cc2)c2cc(S(=O)(=O)CC)ccc2O1 (configuration not stated)	-12%
9	Cc1ccc(C(C)n2cc(C(=O)NCc3ccncc3)nn2)cc1 (configuration not stated)	-7%
10	Cc1ccc(-c2ccccc2NC(=O)c2ccccc2)o1	5%
11	COc1cccc(-c2cc(C(=O)N3CCN(Cc4ccccc4)CC3)no2)c1	6%
12	COc1ccc(/C=C/C(=O)NC(=S)NNC(=O)c2cccnc2)cc1OC	-10%
13	Cn1c2c(c(=O)n(C)c1=O)CN(Cc1ccco1)CN2	-5%
14	O=C(NCc1ccccc1F)C1CCCN1C(=O)NCc1ccccc1 (configuration not stated)	-12%
15	CCOc1ccc(N/C=C\C(=O)c2ccc3c(c2)OCO3)c([N+](=O)[O-])c1	5%
16	COc1ccc(C2CC(C(F)(F)F)n3nc(C(=O)O)cc3N2)cc1OC (configuration not stated)	-4%
17	Cc1cccc(-n2c(=O)[nH]c3c(C(N)=O)nc(CC(C)C)nc32)c1	-2%
18	Cc1cc(NC(=O)CNC(=O)C2CCCCC2)no1	11%
19	CCC(c1nnc(SCC(=O)N2CC3(C)CC2CC(C)(C)C3)o1)N(C)C (configuration not stated)	-3%
20	CC(=O)n1c2ccccc2c2c1c1ccccc1n2C	-24%
21	CCCCOP(=O)(c1ccc(N(C)C)cc1)C(O)c1cccnc1 (configuration not stated)	-18%
22	CC(=O)N1N=C(c2ccc(C)cc2)OC1c1ccc(C(C)C)cc1 (configuration not stated)	-6%
23	COCCn1nnnc1C(c1ccccc1OC)N1CCN(c2ccccc2F)CC1 (configuration not stated)	-19%
24	Cc1cc(OCCSc2nnc(-c3cccs3)n2C)ccc1Cl	17%
25	Cc1[nH]nc(-c2ccc(O)c(C)c2O)c1Oc1ccccc1	16%
26	Cc1ccc(Nc2nc(N)nc(CN3CCN(Cc4ccc5c(c4)OCO5)CC3)n2)cc1Cl	-11%
27	Cn1c(SCC(=O)c2ccccc2)nnc1-c1cccc(N)c1	0%
28	CCOc1cc(CN2CCOCC2)cc(C(C)=O)c1	-18%
29	Nc1nc(NC(=O)c2cccnc2)nn1-c1ccccc1	11%
30	COC(=O)c1c(C)oc2cc(Br)c(OC(=O)c3cccc([N+](=O)[O-])c3)cc12	-13%
31	CC(C)(C)n1nc2c(c1NC(=O)c1ccc(Br)o1)CS(=O)C2 (configuration not stated)	14%
32	COc1ccc(NC(=O)COc2ccc(-c3ccccc3)cc2)c([N+](=O)[O-])c1	7%
33	Cc1ccc(N2C(N)=C(C#N)C(c3cccnc3)C3=C2CCCC3=O)cc1 (configuration not stated)	-14%
34	CC(C)C(=O)NC(=S)NCC(=O)c1ccccc1	-1%
35	COc1ccc(C(=O)C[N+]2(C)CCOCC2)cc1	-15%
36	CCCOc1ccc(C2c3c(oc4cc(C)c(C)cc4c3=O)C(=O)N2CCCN2CCOCC2)cc1 (configuration not stated)	4%
37	O=C1Nc2ccc(F)cc2C12Nc1ccccc1-c1nnc(SCc3ccccc3F)nc1O2 (configuration not stated)	-7%
38	Cc1ccc(C(=O)Nc2nc(-c3cccnc3)cs2)o1	-4%
39	Cc1ccc(C(=O)c2cn(-c3ccc(F)c(Cl)c3)nn2)cc1	-10%
40	CCn1cc(S(=O)(=O)CC(=O)Nc2cc(C)ccc2C)c2ccccc21	6%
41	COc1ccc2c(Cl)c(C(=O)NCc3ccco3)sc2c1	-16%
42	Cc1nc2ccccn2c1P(=Nc1ccccc1)(N(C)C)N(C)C	-10%
43	CC(C)CCN(CCC(C)C)C/C(O)=C(\C#N)c1nc(-c2ccccc2)cs1	-5%
44	O=C(CCC(=O)OCc1ccc(C(=O)Oc2ccccc2)cc1)Nc1cccc2ccccc12	-8%
45	O=c1oc(Nc2ccc(F)cc2)nc2ccccc12	-6%
46	Oc1ccccc1C1=Nc2ncnn2C(c2ccccc2)C1 (configuration not stated)	-2%
47	COc1ccc(CNC(=O)CS(=O)Cc2nc(-c3ccc(C)cc3)oc2C)cc1 (configuration not stated)	-1%
48	O=C(Nc1cc(-c2ccc(F)cc2)[nH]n1)c1ccc(Br)cc1	-7%
49	O=C(/C(=C/c1ccccc1[N+](=O)[O-])c1nc2ccccc2[nH]1)c1ccccc1	9%
50	COc1ccc(NC(=O)C(=O)NCCO)cc1Cl	-2%

The list continues.
nr	canonical_smiles	mouse EphA4 binding
51	CCOc1cc(NC(=S)NCc2ccco2)c(OCC)cc1NC(C)=O	-11%
52	Fc1ccccc1Nc1nc2ccccc2n2nnnc12	8%
53	Cc1cc(N(CCO)CCO)nc(-n2nc(C)cc2C)n1	4%
54	O=C(c1ccccc1)c1ccc(OCC(O)CN2CCN(Cc3ccccc3)CC2)cc1 (configuration not stated)	1%
55	Cc1cccc2cc(C(c3nnnn3Cc3ccccc3)N3CCN(C)CC3)c(=O)[nH]c12 (configuration not stated)	-4%
56	Cc1ccc(NC(=S)NC(NC(=O)Cc2cccc3ccccc23)C(Cl)(Cl)Cl)cc1 (configuration not stated)	5%
57	CCOc1ccc(NC(=O)N2CCC(C(N)=O)(N3CCCCC3)CC2)cc1	-9%
58	CCCOc1ccc2oc(=O)c3c(c2c1)CCCN3C(=O)CN1CCCC(C(=O)OCC)C1 (configuration not stated)	-6%
59	CC(C)Cc1nc(N2CCN(C(=O)c3ccccc3)CC2)c(C#N)c2c1CCC2	-1%
60	COc1ccc(Cl)cc1NC(=O)C1=C(C)NC(=S)NC1c1ccccc1F (configuration not stated)	-4%
61	CCCN(CCC)CCCNC(=O)CC(C(=O)N1CCc2ccccc21)n1ccnc1 (configuration not stated)	-14%
62	COCCOC(=O)C1=C(C)N=C2SCCC(=O)N2C1c1ccc(OC(=O)c2ccco2)cc1 (configuration not stated)	4%
63	O=c1cc(CNC2CCCCC2)c2ccccc2[nH]1	-3%
64	O=C(c1cccc(F)c1)N1CCN(Cc2ccco2)CC1	-6%
65	OC(Cn1nnc2ccccc21)Cn1c(C(F)(F)F)nc2ccccc21 (configuration not stated)	2%
66	COC(=O)C1(O)CC(C(C)C)=NN1C(=O)c1ccc(Cl)cc1 (configuration not stated)	-19%
67	COc1cc(/C=C2/C(=N)N3C=CSC3=NC2=O)ccc1OCCCOc1ccccc1C	2%
68	CC1=C(C(=O)N(C)CCC#N)C2(CCCCC2)OC1=O	-2%
69	CCOc1ccc(C(OC(=O)c2ccco2)C(=O)NCc2ccc(C)cc2)cc1 (configuration not stated)	-8%
70	Fc1c(F)c(C(F)(F)F)c(F)c(F)c1N1CCN(c2ccc3nnc(C(F)(F)F)n3n2)CC1	-5%
71	O=C(c1cc2n(n1)C(C(F)(F)F)CC(c1ccc(F)cc1)N2)N1CCCC1 (configuration not stated)	3%
72	O=C(CCCN1C(=O)/C(=C\c2cccs2)SC1=S)Nc1ccccc1O	15%
73	Cc1sc2ncnc(SCC(=O)N3CCCC3=O)c2c1C	-3%
74	O=C(CCN1C(=O)S/C(=C\c2ccccc2)C1=O)Nc1ccc(S(=O)(=O)Nc2nccs2)cc1	-1%
75	C=CCN(CC=C)S(=O)(=O)c1ccc(NC(=S)NC(=O)/C=C/c2ccccc2)cc1	5%

Random excerpt: 4 entries already listed, in no set order.
nr	canonical_smiles	mouse EphA4 binding
62	COCCOC(=O)C1=C(C)N=C2SCCC(=O)N2C1c1ccc(OC(=O)c2ccco2)cc1 (configuration not stated)	4%
56	Cc1ccc(NC(=S)NC(NC(=O)Cc2cccc3ccccc23)C(Cl)(Cl)Cl)cc1 (configuration not stated)	5%
75	C=CCN(CC=C)S(=O)(=O)c1ccc(NC(=S)NC(=O)/C=C/c2ccccc2)cc1	5%
58	CCCOc1ccc2oc(=O)c3c(c2c1)CCCN3C(=O)CN1CCCC(C(=O)OCC)C1 (configuration not stated)	-6%

New compounds follow:
nr	canonical_smiles	mouse EphA4 binding
76	Cc1nc(C(=O)N(C)C)nn1-c1ccc(Cl)cc1Cl	-13%
77	Cc1occc1C(=O)Nc1ccc2ccccc2c1	-4%&5%
78	O=C(N/N=C/C=C/c1ccc([N+](=O)[O-])cc1)c1cccs1	-8%
79	Cc1cc(C)c(C#N)c(N2CCSCC2)n1	0%
80	COc1ccc(CCN2C(=O)c3[nH]nc(-c4ccccc4O)c3C2c2cccc(O)c2)cc1OC (configuration not stated)	8%
81	N#CCSc1nnc(-c2cccnc2)n1-c1ccccc1	-15%
82	O=C1C2=C(c3ccccc31)[N+](=O)C1CCCCC1N2[O-] (configuration not stated)	-10%
83	COc1ccc(N2CC(C)Cn3c2nc2c3c(=O)n(CCc3ccccc3)c(=O)n2C)cc1 (configuration not stated)	-15%
84	CC(=O)c1ccc(NC(=O)C2CC(=O)N(c3ccc(F)cc3)C2)cc1 (configuration not stated)	-16%
85	O=C(Nc1cccnc1)c1ccc(CN2CCc3ccccc3C2)cc1	-14%
86	Cc1cc(/C=C2\C(=O)NC(=S)N(c3cccc(Br)c3)C2=O)c(C)n1C	4%
87	CCOc1ccc2nc(SC3CC(=O)N(c4ccc(C)cc4)C3=O)sc2c1 (configuration not stated)	10%
88	Cc1ccc(S(=O)(=O)Oc2cccc(N3C(=O)C4CC=CCC4C3=O)c2)cc1 (configuration not stated)	-10%
89	Cc1ccc(-c2nc(N/N=C/c3cccnc3)c3ccccc3n2)cc1	-9%
90	COc1ccc(CNc2oc(COc3ccccc3)nc2C#N)cc1	5%
91	CC1CN/C(=C\C(=O)c2ccccc2)C(=O)N1 (configuration not stated)	-2%
92	CCOC(=O)C(C)Sc1nnc(Cn2c(=O)sc3ccccc32)n1-c1ccccc1 (configuration not stated)	-3%
93	CCCCCOC(=O)Nc1nnc(CCC)s1	14%
94	COCCNC(=O)c1ccc(Cn2c(=S)[nH]c3cc4c(cc3c2=O)OCO4)cc1	1%
95	Cc1cc(C)n2nc(-c3cccc(F)c3)cc2n1	6%
96	C=CCn1c(C)cc(C(=O)CSc2nnc(Cc3ccccc3)o2)c1C	-14%
97	CCN1CCN(c2nc3ccccc3nc2C(C#N)C(=O)OC2CCCCC2)CC1 (configuration not stated)	-7%
98	O=C(CCN1C(=O)/C(=C\c2cccs2)SC1=S)Nc1cccc(C(=O)O)c1	5%
99	CCOC(=O)c1cnc(SC)nc1Oc1cccc(NS(=O)(=O)c2ccc(F)cc2)c1	12%
100	CS(=O)(=O)N1CCCC(C(=O)NCc2ccccn2)C1 (configuration not stated)	11%

Some of the entries so far, with the structure last.
nr	mouse EphA4 binding	Compound
78	-8%	O=C(N/N=C/C=C/c1ccc([N+](=O)[O-])cc1)c1cccs1
79	0%	Cc1cc(C)c(C#N)c(N2CCSCC2)n1
80	8%	COc1ccc(CCN2C(=O)c3[nH]nc(-c4ccccc4O)c3C2c2cccc(O)c2)cc1OC (configuration not stated)
81	-15%	N#CCSc1nnc(-c2cccnc2)n1-c1ccccc1
82	-10%	O=C1C2=C(c3ccccc31)[N+](=O)C1CCCCC1N2[O-] (configuration not stated)
83	-15%	COc1ccc(N2CC(C)Cn3c2nc2c3c(=O)n(CCc3ccccc3)c(=O)n2C)cc1 (configuration not stated)
84	-16%	CC(=O)c1ccc(NC(=O)C2CC(=O)N(c3ccc(F)cc3)C2)cc1 (configuration not stated)

Carrying on:
nr	canonical_smiles	mouse EphA4 binding
101	CCOC(=O)CN1C(=O)NC(C)(c2ccc(OC(F)F)cc2)C1=O (configuration not stated)	-12%
102	CN(C)c1cccc(C(=O)Nc2ccc3nc4n(c(=O)c3c2)CCCCC4)c1	2%
103	CCN(C(=O)C1CCN(S(=O)(=O)c2cccc3nonc23)CC1)c1ccccc1	-3%
104	Cc1onc(-c2ccccc2Cl)c1C(=O)Nc1ccc(C(C)C)cc1	-3%
105	CCCOc1cccc(-c2nnc(N)s2)c1	-4%
106	O=c1cc(N2CCOCC2)[nH]c(=O)n1Cc1ccc(F)cc1	-8%
107	O=C(Cn1nc(C(F)(F)F)c2c1CCCC2)NCc1ccco1	-5%
108	Cc1nn(-c2ccccc2)c2c1/C(=N/O)CC(C)(C)C2	-6%
109	COc1ccc(-n2c(=S)[nH]c3cc(C(=O)NCCCN4CCCC4=O)ccc3c2=O)cc1	-8%
110	COc1ccc(C(=O)N2CCN(c3ccc(C)cc3)CC2)cc1OC	-3%
111	COc1ccc(C(=O)NC2(C(F)(F)F)C(=O)N(Cc3ccco3)C3=C2C(=O)CC(C)(C)C3)cc1OC (configuration not stated)	-11%
112	CCOC(=O)c1ccc(N=CC2=C(O)CC(C)(C)CC2=O)cc1	-10%
113	COc1ccc(OCCOC(=O)Nc2ccccc2)cc1	0%
114	O=C(CC1S/C(=N\N=C2/CCCc3ccccc32)NC1=O)Nc1ccccc1C(F)(F)F (configuration not stated)	-4%
115	CCOc1ccc(Cl)cc1S(=O)(=O)NCc1cccnc1	0%
116	COc1ccc(NC2=NC3(CCCCC3)N=C(N)N2)cc1	43%
117	Cc1nn(-c2ccc(Cl)cc2Cl)c2c1C(=O)CC(C)(C)C2	11%
118	CCc1ccc(NC(=O)C(=O)NCc2ccc3c(c2)OCO3)cc1	-4%
119	Cc1ccc(S(=O)(=O)N(CC(O)CN(CC(C)C)CC(C)C)c2cccc(C)c2)cc1 (configuration not stated)	-15%
120	Brc1ccc(-c2nnc3ccc(N4CCN(c5ccccc5)CC4)nn23)cc1	-2%

From PubChem BioAssay
